# PriA SSB inh: inhibitors of Klebsiella pneumoniae PriA binding to SSB C-terminal tail, primary screen, biochemical, AlphaScreen | hit rate 0.6% among 430,000 | AID 1272365, 2023 | AlphaScreen SSBct-PriA binding, biotinylated peptide | inhibition, % at 33 µM; in the data active = inhibition mostly above about 37%, no sharp cut-off; inactive = mostly below about 20%;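 also: plate controls were negative control peptide for no effect and reference peptide for full effect; strong numbers were not always called active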
# Numbers without * were called inactive; & = joins results of further samples. These rows are one share of the data; rates above refer to the full screens.
SMILES,PriA SSB inh
CCOC(=O)NC(=O)C(C#N)=NNc1cccc(OC)c1,-10
Cc1cc(NC(=O)c2ccccc2Br)n(-c2nc3c(c(=O)[nH]2)CCC3)n1,-8
CSc1ccccc1C(=O)NCc1cc(-c2cccs2)n(C2CCCC2)n1,-26
CC(C)(C)c1nn2cnnc2n(N=Cc2cccc3ccccc23)c1=O,10
Fc1ccccc1/C=C/c1nn2c(-c3cccnc3)nnc2s1,-24
COc1ccc(Nc2nc(N3CCCCC3)c3cnn(C)c3n2)cc1,0
Cc1cc(C)nc(NN=Cc2cc3c(cc2[N+](=O)[O-])OCO3)n1,-11
Nc1c(C(=O)c2cccc(Br)c2)sc2nc3c(c(-c4cccs4)c12)CCCC3,-41
O=C(CCCSc1ccccc1)N(Cc1ccncc1)c1nc2c(F)cccc2s1,-8
CS(=O)(=O)[C@H]1CCN(S(=O)(=O)c2ccccc2Cl)C1,-12
C=CCN1C(=O)CC(N2CCOCC2)C1=O (stereo not drawn),1
Cc1cccc(S(=O)(=O)Nc2ccc3c(c2)N(C(=O)c2ccccc2)CCC3)c1,7
Cn1cc(C(=O)N(Cc2ccco2)C2CCOCC2)nn1,-19
O=C(NCCCn1ncccc1=O)C1CN(C(=O)c2cnccn2)C1,-6
C=C1C(C(=O)Nc2ccc(S(=O)(=O)Nc3ncccn3)cc2)C1C(=O)Nc1ccc(S(=O)(=O)Nc2ncccn2)cc1 (stereo not drawn),-33&5
COc1ccc(CC(=O)Nc2ccc3c(c2)CN(C(=O)C2CC2)CC3)cc1,5
O=C(c1ccc(=O)[nH]c1)N1CCN(c2ccccn2)CC1,-18
Cc1noc(-c2ccn3c(CNC(=O)c4cc5ccccc5[nH]4)nnc3c2)n1,-20
CCS(=O)(=O)N1CCCc2cc(NC(=O)N3CCNC3=O)ccc21,-2
Cc1cccc2sc(NC(=O)c3ccc(COc4cccc5c4OC(C)(C)C5)cc3)nc12,-2
CN(C(=O)Cc1csc2nc(-c3ccc(F)cc3)cn12)C1CCCCC1,2
CC(=NNC(=O)c1cccc(S(=O)(=O)Nc2cccc(Cl)c2)c1)c1cccs1,-1
O=C(NCCC1=CCCCC1)C(=O)NCC1OCCCN1S(=O)(=O)c1cccs1 (stereo not drawn),-5
CN(C(=O)c1ccc(-c2ccccc2Cl)o1)C1CCS(=O)(=O)C1 (stereo not drawn),-16
CC(C)c1ccc(NC(=O)C(=O)NC[C@@H](c2ccco2)N(C)C)cc1,-6
Cc1ccccc1Oc1ccc(S(=O)(=O)NCc2ccccn2)cc1,4
CCOc1ccccc1NC(=O)N1CCC(S(C)(=O)=O)CC1,0
O=C(Nc1nc(-c2ccc(F)cc2)cs1)c1ccc(F)cc1,-15
O=C(c1ccc(Cn2ccnc2)cc1)N1CCC(Oc2ncccc2Cl)CC1,4
O=C(CC(c1ccccc1)c1ccccc1)NCCCn1ccc2cccnc21,-2
COc1ccccc1C=NNC(=S)NCc1ccco1,5
O=C(NCc1cccc2ccccc12)N1CC(c2nc(-c3cccnc3)no2)C1,1
O=C(NCC(O)c1csc2ccccc12)Nc1cccs1 (stereo not drawn),-32
O=C(O)c1cccc(O)c1C(=O)O,-13
Cc1ccc(N2CC(c3nc4ccccc4n3CC(=O)N(c3ccccc3)C(C)C)CC2=O)c(C)c1 (stereo not drawn),3
Cc1cccc(CC(=O)NC[C@](C)(O)C2CC2)c1,-12
O=C(Nc1ccccc1Cl)C1CCCN(c2ccc(-c3ccco3)nn2)C1 (stereo not drawn),0
Cn1nc(C(=O)N2CC[C@H](S(=O)(=O)C(C)(C)C)C2)ccc1=O,-4
O=c1c(=O)n2c(nn1C/C=C/c1ccccc1)N(c1ccccc1)CC2,-17
CC(=O)N1CCN(S(=O)(=O)c2ccc(C(=O)Nc3nnc(C)s3)cc2)CC1,-12

# Of the compounds above, these contain sulfur:
SMILES,PriA SSB inh
CSc1ccccc1C(=O)NCc1cc(-c2cccs2)n(C2CCCC2)n1,-26
Fc1ccccc1/C=C/c1nn2c(-c3cccnc3)nnc2s1,-24
Nc1c(C(=O)c2cccc(Br)c2)sc2nc3c(c(-c4cccs4)c12)CCCC3,-41
O=C(CCCSc1ccccc1)N(Cc1ccncc1)c1nc2c(F)cccc2s1,-8
CS(=O)(=O)[C@H]1CCN(S(=O)(=O)c2ccccc2Cl)C1,-12
Cc1cccc(S(=O)(=O)Nc2ccc3c(c2)N(C(=O)c2ccccc2)CCC3)c1,7
C=C1C(C(=O)Nc2ccc(S(=O)(=O)Nc3ncccn3)cc2)C1C(=O)Nc1ccc(S(=O)(=O)Nc2ncccn2)cc1 (stereo not drawn),-33&5
CCS(=O)(=O)N1CCCc2cc(NC(=O)N3CCNC3=O)ccc21,-2
Cc1cccc2sc(NC(=O)c3ccc(COc4cccc5c4OC(C)(C)C5)cc3)nc12,-2
CN(C(=O)Cc1csc2nc(-c3ccc(F)cc3)cn12)C1CCCCC1,2
CC(=NNC(=O)c1cccc(S(=O)(=O)Nc2cccc(Cl)c2)c1)c1cccs1,-1
O=C(NCCC1=CCCCC1)C(=O)NCC1OCCCN1S(=O)(=O)c1cccs1 (stereo not drawn),-5
CN(C(=O)c1ccc(-c2ccccc2Cl)o1)C1CCS(=O)(=O)C1 (stereo not drawn),-16
Cc1ccccc1Oc1ccc(S(=O)(=O)NCc2ccccn2)cc1,4
CCOc1ccccc1NC(=O)N1CCC(S(C)(=O)=O)CC1,0
O=C(Nc1nc(-c2ccc(F)cc2)cs1)c1ccc(F)cc1,-15
COc1ccccc1C=NNC(=S)NCc1ccco1,5
O=C(NCC(O)c1csc2ccccc12)Nc1cccs1 (stereo not drawn),-32
Cn1nc(C(=O)N2CC[C@H](S(=O)(=O)C(C)(C)C)C2)ccc1=O,-4
CC(=O)N1CCN(S(=O)(=O)c2ccc(C(=O)Nc3nnc(C)s3)cc2)CC1,-12

# (list continues)
SMILES,PriA SSB inh
COc1ccc(C(=O)Oc2ccc3cc(-c4nc5ccccc5n4C)c(=O)oc3c2)cc1,-2
CC(C)(Oc1ccc(Cl)cc1)C(=O)NCCNc1ccc(Nc2ccccn2)nn1,31*
O=C(Cn1c(C2CC2)nc2c(cnn2-c2ccccc2)c1=O)NC1CCCCC1,4
O=C(Nc1cc(N2CCCCC2)ncn1)c1ccc2ncsc2c1,-6
CC(=O)c1cccc(NC(=O)c2ccc(S(C)(=O)=O)cc2)c1,5
O=C(NCCc1ccc(N2CCCC2)cc1)c1ccccc1Cl,-8
COc1cccc(-n2c(=S)sc3c(=O)[nH]c(SCC(=O)N4CCCCC4)nc32)c1,-5
CCn1c(-c2ccccc2)cs/c1=N\NC(=O)c1ccncc1,1
COc1ccc(Cl)cc1S(=O)(=O)N1CCC(n2c(=O)[nH]c3ccccc3c2=O)CC1,-14
Cc1cc(NC(=O)C2CCN(S(=O)(=O)c3ccc(Cl)s3)CC2)n(C(C)C)n1,-16
COC(=O)CSc1nc(-c2cccs2)cc(C(F)(F)F)n1,11
COc1ccc(N(Cc2ccccc2)C(=O)c2ccc(Cl)cc2)cc1,-1&4
COc1ccc(S(=O)(=O)CC(=O)Nc2cccc3ccccc23)cc1,-6
CCn1c(=NC(=O)CSCC(=O)NC2CCCCC2)sc2cc(C(=O)OC)ccc21,-9
Cc1nc(-c2ccc(N3CCN(C(=O)CSc4nc5ccccc5o4)CC3)nc2)no1,-9
O=C(NCc1cccc2ccccc12)Nc1ccc(Cl)c(N2CCCS2(=O)=O)c1,10
CS(=O)(=O)c1ccc2nc(N(Cc3ccccc3)C(=O)c3ccc4ccccc4c3)sc2c1,12
COCCN1CCC(CNS(=O)(=O)c2cc(Cl)ccc2Cl)CC1,-10
Brc1cccc(-c2nc3ccccc3n2CCCOc2ccccc2)c1,1
Cc1cc(C)nc(SCc2ccc(C(=O)NN=Cc3ccco3)cc2)n1,-2
CCOc1cc(-c2nnc(NC(=O)c3ccc4c(c3)CCCC4)o2)cc(OCC)c1OCC,-3
COC(=O)c1ccccc1NC1=CC(=NS(=O)(=O)c2ccc(F)cc2)c2ccccc2C1=O,27
COc1ccc(CC(C)=NNC(=O)c2cc(C)oc2C)cc1,-18
O=C(COc1cccc2cccnc12)NN=C1SCC(=O)N1Cc1ccccc1,8
c1ccc(-c2nc3ccc4ncccc4c3nc2-c2ccccc2)cc1,-12
COc1ccc(N2CCCS2(=O)=O)cc1NC(=O)C(=O)NCCCc1ccccc1,-5
COc1ccccc1C(=O)NCC(c1ccc(N(C)C)cc1)N1CCN(c2ccc(F)cc2)CC1 (stereo not drawn),10
COc1cc(C)c(S(=O)(=O)Nc2ccc(Nc3ccc(-n4nc(C)c(C)c4C)nn3)cc2)cc1C,-12
CCOC(=O)C1CCN(C(=O)c2cn(C)c3c(=O)n(Cc4ccccc4)c(=O)[nH]c23)CC1,10
CCOc1ccc(S(=O)(=O)NCCc2ccc(N(C)C)cc2)cc1C,12
C#CCn1c(=NC(=O)c2cccc(N3C(=O)CCC3=O)c2)sc2cccc(OCC)c21,4
CC(=O)N1CCCc2cc(NC(=O)c3cccc([N+](=O)[O-])c3C)ccc21,2
Cc1nn2c(=O)[nH]c(SCC(=O)NCc3ccc(F)cc3)nc2c1-c1ccccc1,-3&3
CC(=NNC(=O)c1c(C)nc2ccccn12)c1ccc(C(C)(C)C)cc1,-11
O=C(CSc1ccncc1)N1CCc2cnc(N3CCOCC3)nc2C1,6
COc1cc2sc(=NC(=O)c3ccc(S(=O)(=O)N4CC(C)OC(C)C4)cc3)n(C)c2cc1OC (stereo not drawn),5
Cc1cn2c3c(=O)n(CC(=O)c4ccc(F)cc4)c(=O)n(C)c3nc2n1Cc1ccco1,-18
CC(=NNc1ccccc1)c1c(O)n(C)c(=O)n(C)c1=O,-2
O=c1oc(Cc2cccc3ccccc23)nc2scc(-c3ccccc3)c12,-24
O=C(C1CC1)N1CCSC(c2cc(F)ccc2F)CC1 (stereo not drawn),-8
CCCCOc1ccc(NC(=O)N[C@@H](C)Cc2cccs2)cc1,-9
O=C(CSc1nnc(CSc2nc3ccccc3s2)n1-c1ccccc1)NCc1ccccc1,9
CC(=NNC(=O)c1ccncc1)c1cc2ccccc2o1,-9
COc1ccc(S(=O)(=O)CC(=O)Nc2nc(-c3ccccn3)cs2)cc1,88*
c1ccc2[nH]c(-c3nnco3)cc2c1,4
O=C(/C=C\c1ccc2c(c1)OCO2)NCCn1ncc2c(=O)n(Cc3ccccc3F)cnc21,2
COc1ccc(-c2cn3cccnc3n2)cc1N,2
COc1ccc(Cl)cc1NC(=O)CSc1nc2c(c(=O)[nH]1)CN(Cc1ccccc1)CC2,-6
CC(C)(C)n1ncc2c(=O)n(CCC(=O)O)cnc21,1
O=C(NCC1CCN(C(=O)COc2ccccc2)CC1)c1cc(C2CC2)on1,-12

# The list goes on:
SMILES,PriA SSB inh
CC(C)C(=O)Nc1ccc(S(=O)(=O)NCC2CCN(C3CCCC3)CC2)cc1,-16
CN(C)C(=O)C[n+]1cccc(C=NO)c1,-3
CSc1ccc(C(O)CNS(=O)(=O)c2cccc3ccccc23)cc1 (stereo not drawn),-7
CCOC(=O)CCC(=O)Nc1ccc(S(=O)(=O)N2CCOCC2)cc1,-15&-7
Cc1cccc(C)c1OCc1nc2ccccc2c(=O)n1N=Cc1c[nH]c2ccccc12,9
CCOC(=O)N1CCC(NC(=O)C2CCCN(c3ccc(Sc4ccc(C)cc4)nn3)C2)CC1 (stereo not drawn),4
Cn1nc(C(F)(F)F)c(C=NOC(=O)c2ccccc2)c1SCc1ccccc1Cl,-26
COc1ccc(Cc2nc3ccccc3n2CC(=O)NN=Cc2ccc(C)cc2O)cc1OC,-29
O=C(CSc1nccn1-c1cccc(Cl)c1)Nc1ccc2c(c1)OCO2,-3
COc1ccc(S(=O)(=O)NCCN2CCOC(c3ccccc3)C2)cc1F (stereo not drawn),-7
O=C(O)c1cc(C=NO)ccc1OCc1ccccc1,-12
NC(=O)c1ccccc1NS(=O)(=O)Cc1noc2ccccc12,-1
CCN(CC)S(=O)(=O)c1cccc(-c2n[nH]c(=S)n2N=Cc2ccc(C(=O)OC)cc2)c1,-10
Cc1noc(C)c1CC(=O)Nc1cnc2ccnn2c1,-4
COc1cccc(NC(=O)C2(c3cccs3)CCCC2)c1,-17
CC(CC(=O)Nc1cccc2c1CCCC2)=NNC=O,0
O=C(Nc1nnc(-c2cccs2)o1)c1c[nH]c2ccccc12,0
O=c1[nH]c2ccc(S(=O)(=O)Nc3cccc(Cl)c3)cc2[nH]1,-11
O=C(CSc1ccc(-c2ccc(-n3cccn3)cc2)nn1)NCc1ccc(F)cc1,-17
COCCNC(=O)c1oc2cc(OC)ccc2c1C,-12
O=C(Cc1ccc(Cl)cc1)Nc1ccc2c(c1)CN(C(=O)c1ccccc1)CC2,-6
COc1ccc(OC)c2sc(NCc3cccnc3)nc12,28
CC(C)NC(=S)NN=Cc1sc(N2CCCCC2)nc1-c1cccs1,-1
O=C(Nc1nc2c(s1)CC[C@H]2C(=O)NCc1ccccn1)c1ccccc1,-9
COc1cccc(CSc2nc(C)c(CC(=O)Nc3cccc(C(C)=O)c3)c(=O)[nH]2)c1,-9
O=C(CCCn1nc(-c2cccs2)ccc1=O)NCc1ccc(Cl)cc1,-7
CCCOc1ccccc1NC(N)=Nc1nc(C)cc(C)n1,11
O=C(N1CC(S(=O)(=O)C2CCCCC2)C1)C1(c2cccs2)CCCC1,-5
COc1ccccc1CNC(=O)CCc1csc(NC(=O)c2ccc[nH]c2=O)n1,-1
COC(=O)COc1cccc2c(=O)n(CC(=O)Nc3cc(Cl)ccc3OC)ccc12,-19
CCOc1ccc(C2=C(C(=O)CC)Sc3nnc(Cc4ccc(OC)cc4)n3N2C(=O)CC)cc1,-7
C=CCN1C(=O)C(C(=O)Nc2cccc(C)c2)C2CC1(C)Oc1ccccc12 (stereo not drawn),-11
Cc1c(C(=O)N2CCC(c3nn(C)c(=O)n3C3CC3)CC2)cnn1-c1ccccc1,-23
COc1ccc(OC)c(NC(=O)c2nnn(-c3ccc4noc(-c5ccc(Cl)cc5)c4c3)c2C)c1,-9
CCc1c(C)nc2n(c1=O)C[C@H](C(=O)Nc1sccc1C(=O)OC)CS2,-4
C=CCN1C(=O)C(Cc2ccccc2)SC1=NN=Cc1cccs1 (stereo not drawn),-9
Cc1c(C)n2c(SCc3ccc(Cl)c(Cl)c3)nnc2[nH]c1=O,2
CC(=O)c1cccc(NC(=O)CCc2ccc(=O)n(C)n2)c1,-19
COc1cc(-c2noc(-c3cn[nH]c3-c3ccccc3)n2)ccc1OC(C)C,-8
